pPAFAH inh: inhibitors of human plasma PAF acetylhydrolase (pPAFAH) | Q13093 | recombinant pPAFAH, FP-rhodamine probe fluorescence polarization | inhibition, % at 3.39 µM | 330,000 tested, 1.5% active | AID 463082;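 active = inhibition above the mean inhibition across the screen plus 3 SD, cut at about 25% in these data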;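 note: inhibitors block binding of the rhodamine activity-based probe so polarization drops; 0% = enzyme with DMSO and 100% = wells lacking pPAFAH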
Target sequence (Q13093 whole entry, looked up): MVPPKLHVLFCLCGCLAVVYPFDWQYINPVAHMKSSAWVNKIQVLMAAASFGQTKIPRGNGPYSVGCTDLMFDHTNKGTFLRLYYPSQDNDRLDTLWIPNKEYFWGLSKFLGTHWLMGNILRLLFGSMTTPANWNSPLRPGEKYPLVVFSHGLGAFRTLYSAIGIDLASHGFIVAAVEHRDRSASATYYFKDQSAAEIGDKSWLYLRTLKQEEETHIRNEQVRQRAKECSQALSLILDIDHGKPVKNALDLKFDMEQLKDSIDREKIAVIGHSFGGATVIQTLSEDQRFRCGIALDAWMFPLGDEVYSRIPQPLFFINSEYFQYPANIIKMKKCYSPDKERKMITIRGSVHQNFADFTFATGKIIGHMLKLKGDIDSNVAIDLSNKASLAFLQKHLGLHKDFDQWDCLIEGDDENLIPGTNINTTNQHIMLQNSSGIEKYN
ZTA DNA inh: counter-screen for EBNA-1 inhibitors: inhibitors of Epstein-Barr virus ZTA. P03206. ZTA-DNA binding, fluorescence polarization. inhibition, % at 11 µM. 320,000 tested, 0.15% active. AID 2234; in the data active = inhibition above about 33%
Target sequence (P03206 whole entry, looked up): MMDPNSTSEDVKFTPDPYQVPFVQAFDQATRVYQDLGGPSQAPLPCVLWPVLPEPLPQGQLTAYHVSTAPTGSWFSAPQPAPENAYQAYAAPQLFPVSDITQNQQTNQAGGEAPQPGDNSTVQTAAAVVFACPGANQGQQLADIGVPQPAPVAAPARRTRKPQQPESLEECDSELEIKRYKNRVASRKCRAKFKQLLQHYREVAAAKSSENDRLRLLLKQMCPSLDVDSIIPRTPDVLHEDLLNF
PAFAH1B3 FP inh: blocks human PAF acetylhydrolase 1B catalytic subunit 3. Q15102. recombinant PAFAH1B3, FP-rhodamine probe, fluorescence polarization. inhibition, % at 3.39 µM. 340,000 tested, 0.28% active. AID 492972;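 active = inhibition above the screen-wide average of all tested compounds plus 3 SD, cut at about 25% in these data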;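 note: 0% = enzyme with DMSO only and 100% = wells lacking PAFAH1B3 protein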
PAFAH1B2 inh: PAFAH1B2 (human) inhibition. AID 492953. 340,000 tested, 1.2% active. inhibition, % at 3.39 µM. recombinant PAFAH1B2, FP-rhodamine activity probe, fluorescence polarization;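 active = inhibition above the mean of all tested compounds plus 3 SD, cut at about 24% in these data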;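 note: 0% = enzyme with DMSO and 100% = wells lacking PAFAH1B2; many of its hits are not listed in these tables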
Target sequence (P68402 whole entry, looked up): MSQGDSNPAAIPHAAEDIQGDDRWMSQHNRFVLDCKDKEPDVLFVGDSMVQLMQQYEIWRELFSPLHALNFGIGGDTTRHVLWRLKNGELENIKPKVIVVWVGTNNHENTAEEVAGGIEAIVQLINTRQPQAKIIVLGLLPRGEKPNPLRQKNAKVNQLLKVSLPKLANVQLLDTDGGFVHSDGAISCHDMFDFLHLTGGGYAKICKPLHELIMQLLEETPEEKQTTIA
PREPL inhibitor: human PREPL enzyme inhibition; Q4J6C6; recombinant PREPL, fluorescence polarization activity-based probe; inhibition, % at 5.96 µM; 320,000 tested, 0.68% active; in the data active = inhibition above about 43%;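 note: 0% = enzyme with DMSO and 100% = wells lacking enzyme; many of its hits are not listed in these tables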
LYPLA2 counter: counter-screen for PME1 inhibitors: inhibitors of human LYPLA2. O95372. recombinant LYPLA2, FP-Rh probe fluorescence polarization. inhibition, % at 5.9 µM. 320,000 tested, 0.38% active;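 active = inhibition above the screen-wide mean plus 3 SD, limit set per campaign, cut at about 26% in these data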;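 note: 0% = LYPLA2 with DMSO and 100% = wells lacking LYPLA2 enzyme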
EBNA-1 inh: blocks EBNA-1 binding to DNA; EBNA-1 DNA binding, fluorescence polarization; 300,000 tested, 0.34% active; inhibition, % at 14.8 µM; in the data active = inhibition above about 28%
LYPLA1 inh: counter-screen for PME1 inhibitors: inhibitors of human LYPLA1. recombinant LYPLA1, FP-Rh probe fluorescence polarization. inhibition, % at 5.9 µM. 320,000 tested, 0.16% active. AID 2174;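 active = inhibition above the mean of all tested compounds plus 3 SD, set per campaign, cut at about 14% in these data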;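 note: inhibitors block serine hydrolase probe labeling of LYPLA1 so polarization falls; 0% = enzyme with DMSO and 100% = wells lacking LYPLA1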
PAFAH2 inh: inhibitors of human PAFAH2. Q99487. recombinant PAFAH2, FP-rhodamine activity probe, fluorescence polarization. inhibition, % at 3.39 µM. 340,000 tested, 0.99% active. AID 492956;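 active = inhibition above the mean over all tested compounds plus 3 SD, cut at about 30% in these data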;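 note: inhibitors block probe labeling of enzyme so polarization drops; 0% = enzyme with DMSO and 100% = wells lacking PAFAH2 protein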
* marks the source's active call; other numbers are inactive results; . = no result given.

Structure	pPAFAH inh	ZTA DNA inh	PAFAH1B3 FP inh	PAFAH1B2 inh	PREPL inhibitor	LYPLA2 counter	EBNA-1 inh	LYPLA1 inh	PAFAH2 inh
CC1(C(=O)Nc2nnc(C(C)(C)C)s2)Cc2ccccc2C(=O)O1 (stereo not given)	3	8	6	0	2	1	-1	2	6
COc1cccc(NC(=O)NC2CCCc3ccccc32)c1 (stereo not given)	6	0	0	1	-3	8	-3	-1	5
CC(C)(C)C(=O)NNC(=O)c1ccc(Oc2cc(Cl)cc(Cl)c2)o1	4	10	3	2	-9	4	6	-3	1
Cc1cccc(C(=O)N2CCC(n3nnc4cc(F)ccc43)CC2)c1	6	-7	7	2	8	2	-13	3	-2
Cn1nc(C(=O)Nc2cccc(C(F)(F)F)c2)c2ccccc2c1=O	4	11	1	0	5	7	12	-7	-5
COc1ccc(NC(=O)Nc2c(C)n(-c3ccccc3)c(=O)n2C)cc1OC	4	-12	6	-2	6	0	8	1	-4
CCCS(=O)(=O)c1nc(S(=O)(=O)c2ccc(C)cc2)c(N2CCC(C(N)=O)CC2)s1	5	-4	2	-5	6	-6	-4	-2	1
CCCC1=C(C(=O)OCC)C(c2ccc(OC)c(C)c2OC)C(C#N)=C(N)O1 (stereo not given)	6	-22	0	11	11	6	6	5	-5
COc1ccc(C)cc1NC(=O)C1CCN(S(C)(=O)=O)CC1	-1	-5	0	6	2	-1	14	-1	5
CC1CCCC(NC(=O)COC(=O)c2c[nH]c(=O)[nH]c2=O)C1C (stereo not given)	7	2	0	10	13	-3	-6	-4	-2
Cc1ccc(S(=O)(=O)N2CCN(CCOc3cccc(C)c3)CC2)cc1	-1	-10	-2	7	-7	3	.	0	3
O=C(NC1CCCCCC1)c1ccc(-n2cnnc2)cc1	0	-16	2	16	1	4	-8	0	4
COc1ccc(/C=C/C(=O)NC(=S)Nc2ccc(N3CCN(C(C)=O)CC3)cc2)cc1	5	24	3	3	7	2	3	-1	2
CCC(C)Sc1cccc(-c2nc3cnccn3c2NC2CCCCC2)c1 (stereo not given)	14	.	15	13	14	.	.	.	12
CSCCC1NC(=O)N(CC(=O)Nc2cccc(S(=O)(=O)N3CCCCCC3)c2)C1=O (stereo not given)	-2	.	2	6	0	.	.	.	-10
CCOc1cccc2cc(C(=O)NCc3ccc(C)cc3)c(=N)oc12	0	9	6	7	-2	-3	17	3	9
COCCNC(=O)CCSCc1ccccc1F	9	-13	-7	1	4	9	-3	3	-3
CCOc1ccc(OCC)c(C2C(C#N)=C(N)N(c3cccnc3)C3=C2C(=O)CC(C)(C)C3)c1 (stereo not given)	3	7	5	1	11	-2	-1	3	0
CCOc1ccc(C(=O)NCC(=O)OC2CCOC2=O)cc1OCC (stereo not given)	2	15	-1	-2	0	0	4	2	-11
COC(=O)[C@]1(C)CCC[C@@]2(C)C3CC[C@@]4(C)C[C@]3(CCC21)CC4=NO (stereo not given in full)	0	14	10	6	-6	-9	.	-1	3

Laid out differently: ten of the compounds above.
The line under a structure holds: pPAFAH inh	ZTA DNA inh	PAFAH1B3 FP inh	PAFAH1B2 inh	PREPL inhibitor	LYPLA2 counter	EBNA-1 inh	LYPLA1 inh	PAFAH2 inh
Cc1ccc(S(=O)(=O)N2CCN(CCOc3cccc(C)c3)CC2)cc1
 : -1	-10	-2	7	-7	3	.	0	3
O=C(NC1CCCCCC1)c1ccc(-n2cnnc2)cc1
 : 0	-16	2	16	1	4	-8	0	4
COc1ccc(/C=C/C(=O)NC(=S)Nc2ccc(N3CCN(C(C)=O)CC3)cc2)cc1
 : 5	24	3	3	7	2	3	-1	2
CCC(C)Sc1cccc(-c2nc3cnccn3c2NC2CCCCC2)c1 (stereo not given)
 : 14	.	15	13	14	.	.	.	12
CSCCC1NC(=O)N(CC(=O)Nc2cccc(S(=O)(=O)N3CCCCCC3)c2)C1=O (stereo not given)
 : -2	.	2	6	0	.	.	.	-10
CCOc1cccc2cc(C(=O)NCc3ccc(C)cc3)c(=N)oc12
 : 0	9	6	7	-2	-3	17	3	9
COCCNC(=O)CCSCc1ccccc1F
 : 9	-13	-7	1	4	9	-3	3	-3
CCOc1ccc(OCC)c(C2C(C#N)=C(N)N(c3cccnc3)C3=C2C(=O)CC(C)(C)C3)c1 (stereo not given)
 : 3	7	5	1	11	-2	-1	3	0
CCOc1ccc(C(=O)NCC(=O)OC2CCOC2=O)cc1OCC (stereo not given)
 : 2	15	-1	-2	0	0	4	2	-11
COC(=O)[C@]1(C)CCC[C@@]2(C)C3CC[C@@]4(C)C[C@]3(CCC21)CC4=NO (stereo not given in full)
 : 0	14	10	6	-6	-9	.	-1	3

(further entries)
Structure	pPAFAH inh	ZTA DNA inh	PAFAH1B3 FP inh	PAFAH1B2 inh	PREPL inhibitor	LYPLA2 counter	EBNA-1 inh	LYPLA1 inh	PAFAH2 inh
O=C(CN1CCCCC1)NC(=O)NCc1ccccc1	1	20	2	0	-3	-4	12	1	-1
Fc1ccc(C2=Nn3c(nnc3-c3ccco3)SC2)cc1	-1	-1	8	-2	18	1	-2	2	3
Cc1cccc(C(=O)NC(=S)N2CCN(C(=S)NC(=O)c3cccc(C)c3)CC2)c1	3	-7	2	1	-3	-4	-2	-5	-5
CCOC(=O)/C(=C/c1c2ccccc2cc2ccccc12)NC(=O)c1ccccc1	2	4	-1	1	3	-10	13	-2	-7
COc1ccc(NC2CCCN(C(=O)CCCn3cncn3)C2)cc1 (stereo not given)	6	7	2	9	-1	-4	1	2	-2
Cc1cccc(N2CCN(C(=O)COc3cccc4c3OC(C)(C)C4)CC2)c1C	11	-1	11	-1	35	4	1	-3	1
CC1(C)Oc2cc3oc(-c4cc(O)cc(O)c4)cc3cc2CC1O (stereo not given)	16	-20	10	6	20	8	-3	0	15
CCC1Nc2ncnc(N3CCN(c4ccccc4)CC3)c2N(Cc2ccc(Cl)cc2)C1=O (stereo not given)	-5	2	2	5	-25	-3	-2	-1	3
COc1ccc(CCNS(=O)(=O)c2ccc(C(=O)NCc3ccco3)cc2)cc1OC	-6	-3	7	-3	10	4	-9	2	-3
C/C(=N\n1c(C)nc2ccccc2c1=O)c1ccc(N)cc1	-1	4	.	.	-1	3	7	-3	.
CCCNc1nc2ccccc2c(=O)[nH]1	-8	5	3	-4	13	-4	-6	-3	-3
Nc1[nH]nc2nc(N3CCOCC3)nc(-c3ccccc3)c12	-2	-14	7	5	14	-2	-14	-1	-9
C/C(=N\NC(=O)CNc1cccc2ccccc12)c1ccc(Br)s1	2	-4	0	-2	18	-2	-3	0	10
Cc1ccc(-n2c(-c3c(-c4ccccc4)noc3C)n[nH]c2=S)cc1	7	-4	4	0	8	0	0	2	2
Cc1cccc(/C=C2\CCC(C3CCCC3)C2=O)c1 (stereo not given)	3	3	3	1	-10	1	-11	-2	-2
CC(OC(=O)c1cc2sccc2n1C)C(=O)NCc1cccs1 (stereo not given)	5	-8	6	4	-1	-8	4	-2	11
CN(CCCOc1ccccc1Br)Cc1ccccc1	-2	9	4	4	-27	-9	-4	-2	-9
Cc1cc(-c2ccc(Cl)cc2)n2nc(N)nc2n1	3	7	6	4	-11	-4	-5	-1	-6
CCN(C(=O)CCN1C(=O)c2ccccc2C1=O)C1CCCCC1	0	6	5	10	-8	6	-1	-2	2
CCN(CC)C(=O)C(=O)N/N=C/c1ccc(Cl)cc1Cl	-3	-11	3	-3	-7	-10	-6	-7	4
COc1ccc(CNc2nc(NCc3ccc(OC)c(OC)c3)n(C(=O)c3cccs3)n2)cc1OC	-2	5	0	7	15	-9	11	-2	-5
CC1CN(CCCOc2ccccc2-c2ccccc2)CC(C)O1 (stereo not given)	6	-7	-4	2	14	0	-2	4	0
CCc1ccccc1NC(=O)CSc1nc2ccccc2n1CC(=O)N1CCCC1	-1	-5	-2	4	5	5	-5	4	-4
O=c1[nH]c(/C=C/c2ccccc2[N+](=O)[O-])nc2ccccc12	-4	-2	-4	-3	6	2	-17	-2	-8
COc1ccc(NC(=O)C2CC(=O)N(Cc3ccco3)C2)cc1Cl (stereo not given)	-2	0	11	8	8	-1	.	-3	6
Cc1ccc2nc(/N=C(\N)NC(=O)N3c4ccccc4Sc4ccccc43)nc(C)c2c1	1	8	-4	-3	-4	5	12	4	-9
Cn1c(/C(C#N)=C/Nc2ccccn2)nc2ccccc21	-3	-5	-1	-1	11	8	11	5	-2
C=CCNC(=O)C1=NOC(CNC(=O)c2c(-c3ccccc3Cl)noc2C)C1 (stereo not given)	0	5	6	3	16	-2	-7	-2	4
CC1(OC(=O)C2CCCC2)C(=O)C=C2C=C(c3ccsc3)N(C3CCCC3)C=C2C1=O (stereo not given)	12	4	6	8	22	1	7	2	-4
O=C(COC(=O)C1CC1)NCc1ccc(Cl)cc1Cl	5	.	4	5	20	.	.	.	64*
Cc1cc[n+](-c2[nH]c(=O)sc2/C=N/N=C(\[O-])CCn2c3ccccc3c3ccccc32)cc1	32*	15	.	.	9	3	2	2	.
Cc1ccc(C)c(Cn2nnc3c(=O)[nH]c(C4CCN(S(=O)(=O)c5ccc(S(=O)(=O)NC6CC6)cc5)CC4)nc32)c1	42*	12	-13	-6	-3	-39	-2	-19	-29
CC(C)(C)[C@H]1C=C(C(=O)N2CCN(Cc3ccccc3)CC2)O[C@@H](OCCCCO)C1	6	4	4	3	14	2	6	-2	8
COc1ccc(N2CCN(C(CNS(C)(=O)=O)c3ccco3)CC2)cc1 (stereo not given)	3	-11	3	5	6	1	-10	-1	7
Cc1cc(C)c(C)c(S(=O)(=O)NC(C(=O)NCCc2ccco2)C(C)C)c1C (stereo not given)	3	-1	7	3	-3	4	.	2	-3
CCc1noc(C)c1C(=O)Nc1cc(S(=O)(=O)N2CCOCC2)ccc1N1CCN(CC)CC1	1	12	4	6	-1	5	-1	2	0
COCCNC(=O)COc1ccc(C)cc1C	6	1	5	0	3	-5	0	2	-4
Cc1ccccc1NC(=O)COC(=O)C1C2CC3OC(=O)C1C3C2 (stereo not given)	1	14	-7	6	1	9	-6	2	11
CCNS(=O)(=O)c1ccc(NC(=O)c2cccnc2)cc1	-1	1	12	6	5	-4	17	-1	5
CCC(C)(C(=O)NC1CCCCC1)N(CC1CCCO1)C(=O)Cc1cccs1 (stereo not given)	1	-14	7	4	21	2	-1	-2	-7
COc1cc2c(cc1OC)-c1cc(Nc3ccc(C(=O)O)cc3)nc(=O)n1CC2	9	-5	14	-1	-2	-6	1	-1	5
O=C(CSc1ccc(-c2ccccc2)nn1)NC1CCCCC1	7	-19	7	3	30	11	-18	3	-8
COC(=O)c1ccc(Oc2c(F)c(F)nc(N3CCOCC3)c2F)cc1	-5	-7	7	0	-9	6	-15	2	-3
Cc1ccc2c(=O)cc(C(=O)NC3CCS(=O)(=O)C3)oc2c1C (stereo not given)	0	8	5	-1	4	-1	12	-2	-4
CC(C)NC(=O)COC(=O)c1ccccc1CSC1=NCCS1	-5	0	11	3	0	-10	-13	-5	28

The list is partial; the hit share may differ from the screen's.
